From PubChem
DRD3 agonist: agonists of human D3 dopamine receptor. D3R DiscoveRx beta-arrestin cells, luminescence, 90 min. max activation, %. P35462. 410,000 compounds, 0.58% hits; in the data active = max activation above about 30%; note: 0% is about no effect; mostly tested at two doses, the higher about 12 µM
Target sequence (P35462 whole entry, looked up): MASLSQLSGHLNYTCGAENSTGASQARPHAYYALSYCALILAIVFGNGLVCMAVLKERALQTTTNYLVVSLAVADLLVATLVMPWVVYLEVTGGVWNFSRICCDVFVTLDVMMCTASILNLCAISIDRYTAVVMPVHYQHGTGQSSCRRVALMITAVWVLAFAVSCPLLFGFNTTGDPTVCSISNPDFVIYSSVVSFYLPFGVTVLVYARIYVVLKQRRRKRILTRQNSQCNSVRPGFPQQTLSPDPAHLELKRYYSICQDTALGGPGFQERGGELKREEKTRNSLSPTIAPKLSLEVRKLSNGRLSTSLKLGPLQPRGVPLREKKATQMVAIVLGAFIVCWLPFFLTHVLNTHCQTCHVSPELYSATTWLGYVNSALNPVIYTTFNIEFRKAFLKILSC
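Agonist mode: compounds and dopamine controls were applied to plated cells for 90 min at 37 degrees C after an overnight attachment at 1500 cells/well. Luminescent read-out followed 30 - 60 minutes at room temperature with DiscoveRx detection reagent.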
HT1080NT lethal: kills 2HG-producing HT-1080-NT fibrosarcoma cells. HT-1080-NT fibrosarcoma viability, CellTiter-Glo ATP luminescence, 48 h. Potency, µM (series often up to 46.1 µM), for inactives: at the highest dose activity, negative = less viability, most hits filed as cytotoxic. 360,000 compounds, 1.6% hits;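 note: NT is the 2HG producing partner of a matched IDH1 knockdown line; potency is the fitted concentration of half-maximal effect; 0% = DMSO-treated cells and -100% = media-only wells without cells; nearly all actives have a fitted effect of over 55% in size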
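HT-1080-NT fibrosarcoma cells (2HG-overproducing), 750 cells/well in RPMI with 5% FBS, dosed after 2 h and incubated 48 h at 37C. CellTiter-Glo luminescence normalized to DMSO and no-cell wells; concentration-response curves fitted and classed.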
GLP1R cytotox: cytotoxicity counter-screen for GLP-1 receptor inverse agonists; HEK293 cAMP-luciferase reporter cells, luminescence, 24 h; 410,000 compounds, 0.13% hits; AID 624418; Potency, µM (top dose mostly 38.3 µM), for the others: at the top dose activity change, negative = inhibition, most hits filed as inhibitors;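 note: loss of luciferase light is scored as toxicity; potency is the fitted concentration of half-maximal effect; % is set by controls: 0 for no effect and ±100 for the full control effect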
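To flag toxic compounds, the library was rerun on cells for 24 hr at 37 deg C and 5% CO2. Viability-linked luminescence was captured 12 min after adding luciferase detection reagent.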
KB-V1 MDR tox: kills drug-selected multidrug resistant KB-V1 cells; Potency, µM (highest dose often 46.1 µM), for the others: top-dose activity change, negative = cytotoxicity, actives largely listed as cytotoxic; KB-V1 MDR cells viability, CellTiter-Glo, 72 h; 400,000 compounds, 3.4% hits; note: potency is the fitted concentration of half-maximal effect; % is set by controls: 0 for no effect and ±100 for the full control effect; nearly all actives have a fitted effect of over 60% in size
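KB-V1 cells (P-gp-expressing MDR subline of KB-3-1) in phenol-red-free DMEM with 10% FBS were exposed to library compounds over a concentration series for 72 h at 37 degrees C. Viability read by CellTiter-Glo luminescence; concentration-effect curves fitted after normalization.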
HT1080 IDH1KD tx: HT-1080 IDH1 knockdown cell toxicity (counter line) | HT-1080 IDH1 knockdown viability, ATP luminescence, 48 h | Potency, µM (highest dose often 46.1 µM), for the others: at the top dose activity, negative = toxicity, actives largely listed as cytotoxic | AID 686971 | 360,000 compounds, 2% hits;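 note: potency is the fitted concentration of half-maximal effect; 0% = DMSO wells and -100% = cell-free medium wells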
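Using the IDH1-knockdown HT-1080 line run in the same batch and compound series as the NT line, viability after 48 h at 37 °C was determined by CellTiter-Glo luminescence and expressed as % activity.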
MCF10A rereplic: DNA re-replication induction in MCF 10a cells. MCF 10A DNA re-replication, Hoechst nuclear intensity, 48 h. AID 624296. Potency, µM (titrated, usually from 46.1 µM), for the others: at the top dose activity, positive = re-replication, hits mostly activators. 350,000 compounds, 2.9% hits; note: potency is the fitted concentration of half-maximal effect; % of control where 0% means no effect; nearly all actives have a fitted effect of over 50% in size
IL-1B inflam inh: blocks inflammasome-driven IL-1 beta release; THP-1 LPS/ATP IL-1B secretion, AlphaLISA, 16 h; active compounds read low; activity change, % at 57.5 µM; 360,000 compounds, 4.7% hits; in the data active = activity change below about -50%; inconclusive = mostly about -30% to -49%; note: % is set by controls: 0 for no effect and ±100 for the full control effect
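Secreted IL-1B measured by AlphaLISA bead assay after 16 h compound exposure of THP-1 cells; compounds (final up to 57.5 uM) added 1 h before LPS (250 ng/mL) and ATP (1.25 mM) stimulation; lower signal means less secretion.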
KB-3-1 cytotox: KB-3-1 parental cell cytotoxicity; KB-3-1 viability, CellTiter-Glo ATP luminescence, 72 h; Potency, µM (titrated, usually from 46.1 µM), for the others: top-dose activity change, negative = cytotoxic, hits mostly cytotoxic; 400,000 compounds, 1.4% hits; AID 1347075; note: potency is the fitted concentration of half-maximal effect; % is set by controls: 0 for no effect and ±100 for the full control effect; nearly all actives have a fitted effect of over 60% in size
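Using CellTiter-Glo luminescence, growth of non-resistant KB-3-1 adenocarcinoma cells is assessed 72 h after pin-tool compound addition at 37 °C. Normalized responses across the concentration series yield fitted curves.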
SW480 rerep: DNA re-replication induction in SW480 cells | AID 624297 | Potency, µM (series often up to 46.1 µM), inactives show at the highest dose re-replication activation, most hits filed as activators | SW480 DNA re-replication, Hoechst DNA content imaging, 48 h | 340,000 compounds, 1.8% hits; note: potency is the fitted concentration of half-maximal effect; % of control where 0% means no effect; nearly all actives have a fitted effect of over 55% in size
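Compounds, transferred as 23 nL by pin tool, were incubated with cells for 48 hr; DNA content per nucleus was then quantified by Hoechst staining and fluorescence plate imaging.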
* marks the source's active call; other numbers are inactive results; & = joins results of further samples; [ ] = another dose, or the depositor's remark. Unless noted, calls come from the whole dose curve; as a rule, active = well fitted curve in the direction sought with a large enough effect; inconclusive = small, poorly fitted or top-dose-only effect, or another doubt; inactive = no such curve, though single readings can be large; an effect the other way counts as inactive or inconclusive.

For O=C1NC(c2ccc3c(c2)OCO3)Oc2ccccc21 (stereo not drawn) the results were DRD3 agonist -9, HT1080NT lethal 4%, GLP1R cytotox 5%, KB-V1 MDR tox -20%, HT1080 IDH1KD tx -8%, MCF10A rereplic -4%, IL-1B inflam inh -17, KB-3-1 cytotox -25% and SW480 rerep 1%.
For COc1ccc(-n2nnc3c(SCC(=O)NCc4ccco4)ncnc32)cc1 the results were DRD3 agonist -15, HT1080NT lethal -27%, GLP1R cytotox 6%, KB-V1 MDR tox 0%, HT1080 IDH1KD tx inconclusive, MCF10A rereplic inconclusive, IL-1B inflam inh -16, KB-3-1 cytotox -29% and SW480 rerep inconclusive.
Screening Cc1cccc(OCCCC(=O)NC(C)C)c1 returned DRD3 agonist -2, HT1080NT lethal 1%, GLP1R cytotox 7%, KB-V1 MDR tox 8%, HT1080 IDH1KD tx -3%, MCF10A rereplic -13%, IL-1B inflam inh -1, KB-3-1 cytotox 0% and SW480 rerep -1%.
Screening COc1ccc(NC(=S)N2CCC(NC(=O)c3ccco3)CC2)cc1 returned DRD3 agonist -4, HT1080NT lethal -3%, GLP1R cytotox 1%, KB-V1 MDR tox 9%, HT1080 IDH1KD tx 11%, MCF10A rereplic -2%, IL-1B inflam inh 2, KB-3-1 cytotox -2% and SW480 rerep 5%.
Cc1cccc(N2CCN(C(=O)CN3C(=O)NC(C)(C)C3=O)CC2)c1C was read as DRD3 agonist 5, HT1080NT lethal 5%, GLP1R cytotox 4%, KB-V1 MDR tox 1%, HT1080 IDH1KD tx -2%, MCF10A rereplic 1%, IL-1B inflam inh 7, KB-3-1 cytotox -1% and SW480 rerep -4%.
Fc1ccc(-c2nc3c(Cl)cc(C(F)(F)F)cn3c2Cc2ccsc2)cc1 was read as DRD3 agonist 0, HT1080NT lethal 16%, GLP1R cytotox 0%, KB-V1 MDR tox 13%, HT1080 IDH1KD tx 8%, IL-1B inflam inh 11 and KB-3-1 cytotox inconclusive.
Screening CCn1cc(/C=C(\NC(=O)c2ccccc2Cl)C(=O)NCCCn2ccnc2)c2ccccc21 returned DRD3 agonist -6, GLP1R cytotox 0%, KB-V1 MDR tox inconclusive and KB-3-1 cytotox 1%.
Screening CCOc1ccc(NC(=O)CC2C(=O)N(c3ccc(OC)cc3)C(=O)N2C2CCCCC2)cc1 (stereo not drawn) returned DRD3 agonist 0, GLP1R cytotox 2%, KB-V1 MDR tox 5% and KB-3-1 cytotox inconclusive.
`O=C(/C=C/c1ccc2c(c1)OCO2)Nc1nc(-c2ccccc2)cs1` gave DRD3 agonist 3, HT1080NT lethal -1%, GLP1R cytotox 23%, KB-V1 MDR tox inconclusive, HT1080 IDH1KD tx inconclusive, MCF10A rereplic inconclusive, IL-1B inflam inh inconclusive, KB-3-1 cytotox 7.3µM* and SW480 rerep -2%.
Screening CCN(CC)C(NC(=O)c1ccccc1)C(=O)c1ccccc1 (stereo not drawn) returned DRD3 agonist 5, HT1080NT lethal 9%, GLP1R cytotox -7%, KB-V1 MDR tox -13%, HT1080 IDH1KD tx 6%[9.24 µM], MCF10A rereplic 2%, IL-1B inflam inh 2, KB-3-1 cytotox 13% and SW480 rerep -6%.
For CCCN(C#N)c1nc(NCC)nc(NC(C)C)n1 the results were DRD3 agonist 1, HT1080NT lethal -2%, GLP1R cytotox 4%, KB-V1 MDR tox inconclusive, HT1080 IDH1KD tx -7%, MCF10A rereplic -12%, IL-1B inflam inh -7, KB-3-1 cytotox -3% and SW480 rerep 7%.
Screening O=C(CSc1ccc2nnc(-c3ccc(Cl)cc3)n2n1)N1CCc2ccccc21 returned DRD3 agonist -6, HT1080NT lethal 2%, GLP1R cytotox -13%, KB-V1 MDR tox 4%, HT1080 IDH1KD tx 0%, MCF10A rereplic 12%, IL-1B inflam inh 16, KB-3-1 cytotox 6% and SW480 rerep 15%.
`Cc1ccc(C(=O)c2ccccc2C(=O)OCC(=O)NCC2CCCO2)cc1` (stereo not drawn) gave DRD3 agonist 6, HT1080NT lethal 6%, GLP1R cytotox 0%, KB-V1 MDR tox 5%, HT1080 IDH1KD tx 4%, MCF10A rereplic 10%, IL-1B inflam inh -22, KB-3-1 cytotox inconclusive and SW480 rerep -8%.
COc1ccc(NC(=O)Cc2ccc(Cl)cc2Cl)cn1 was read as DRD3 agonist 0, HT1080NT lethal 9%, GLP1R cytotox -7%, KB-V1 MDR tox -1%, HT1080 IDH1KD tx 4%, MCF10A rereplic 3%, IL-1B inflam inh -24, KB-3-1 cytotox -8% and SW480 rerep -12%.
Cc1cc(NC(=O)C(C)Oc2ccc(C(C)(C)C)cc2)no1 (stereo not drawn) was read as DRD3 agonist 4, HT1080NT lethal 3%, GLP1R cytotox 3%, KB-V1 MDR tox 10%, HT1080 IDH1KD tx -2%, MCF10A rereplic -25%, IL-1B inflam inh 25, KB-3-1 cytotox 13% and SW480 rerep 7%.
Screening CCOC(=O)COc1ccc(S(=O)(=O)NCCC2=CCCCC2)cc1 returned DRD3 agonist -9, HT1080NT lethal -3%, GLP1R cytotox 3%, KB-V1 MDR tox 2%, HT1080 IDH1KD tx -7%, MCF10A rereplic -3%, IL-1B inflam inh 45, KB-3-1 cytotox 13% and SW480 rerep -5%.
For Cc1nc2c(c(C)c1CCC(=O)Nc1ccc(F)cc1)c(=O)n(C)c(=O)n2C the results were DRD3 agonist -4, GLP1R cytotox 2%, KB-V1 MDR tox -9% and KB-3-1 cytotox 2%.
Fc1ccccc1N1CCN(CCCc2ccccc2)CC1 was read as DRD3 agonist -20, HT1080NT lethal 2%, GLP1R cytotox -15%, KB-V1 MDR tox 6%, HT1080 IDH1KD tx 5%, MCF10A rereplic 0%, IL-1B inflam inh 20, KB-3-1 cytotox 7% and SW480 rerep 0%.
`C[C@@H](NC(=O)c1[nH]cnc1C(=O)Nc1nccs1)c1ccccc1` gave DRD3 agonist 13, HT1080NT lethal 0%, GLP1R cytotox 7%, KB-V1 MDR tox -9%, HT1080 IDH1KD tx -7%, MCF10A rereplic -1%, IL-1B inflam inh -1, KB-3-1 cytotox 22% and SW480 rerep -1%.
`O=C(NC1CCCN(Cc2ccc(Cl)cc2)C1)c1ccccc1C(F)(F)F` (stereo not drawn) gave DRD3 agonist -7, HT1080NT lethal -13%, GLP1R cytotox -24%, KB-V1 MDR tox -11%, HT1080 IDH1KD tx 0%, MCF10A rereplic -2%, IL-1B inflam inh -2, KB-3-1 cytotox 0% and SW480 rerep -5%.
For COc1cccc(-c2ccc(C#N)c(OC(=O)c3c(Cl)cccc3Cl)n2)c1 the results were DRD3 agonist 4, HT1080NT lethal -11%, GLP1R cytotox -3%, KB-V1 MDR tox 16µM*, HT1080 IDH1KD tx -28%, MCF10A rereplic 25%, IL-1B inflam inh inconclusive, KB-3-1 cytotox -8% and SW480 rerep -68%[inhibitor].
Screening CCN1C(c2ccccc2)C(C)C(=O)C(C)C1c1ccccc1 (stereo not drawn) returned DRD3 agonist -10, HT1080NT lethal 0%, GLP1R cytotox 3%, KB-V1 MDR tox 6%, HT1080 IDH1KD tx -9%, MCF10A rereplic inconclusive, IL-1B inflam inh 3, KB-3-1 cytotox -5% and SW480 rerep -5%.
`COCc1ccc(C(=O)N2CCCC(N3CCN(c4cccc(Cl)c4)CC3)C2)s1` (stereo not drawn) gave DRD3 agonist 0, HT1080NT lethal -13%, GLP1R cytotox 2%, KB-V1 MDR tox 6%, HT1080 IDH1KD tx -16%, IL-1B inflam inh 18 and KB-3-1 cytotox -11%.
Screening Cc1ccc(NC(CNS(=O)(=O)c2ccc(Cl)cc2)c2ccccc2)cc1 (stereo not drawn) returned DRD3 agonist 3&4, HT1080NT lethal inconclusive, GLP1R cytotox 6%&-28%, KB-V1 MDR tox inconclusive, HT1080 IDH1KD tx inconclusive, MCF10A rereplic inconclusive, IL-1B inflam inh inconclusive, KB-3-1 cytotox inconclusive and SW480 rerep 5%.
For COc1cc(C(=O)C(=O)N2CCN(c3ccccc3)CC2)cc(OC)c1OC the results were DRD3 agonist 1, HT1080NT lethal inconclusive, GLP1R cytotox -21%, KB-V1 MDR tox inconclusive, HT1080 IDH1KD tx 7.3µM*, IL-1B inflam inh 40 and KB-3-1 cytotox 21µM*.
For CCCn1c(-c2ccc(OC)cc2)nc2ccccc21 the results were DRD3 agonist 19, HT1080NT lethal -17%, GLP1R cytotox 8%, KB-V1 MDR tox 18µM*, HT1080 IDH1KD tx inconclusive, MCF10A rereplic 24%, IL-1B inflam inh -18, KB-3-1 cytotox inconclusive and SW480 rerep 27%.
Cc1ccc(S(=O)(=O)N/N=C\c2ccc3c(c2)OCO3)c(C)c1 was read as DRD3 agonist 13, HT1080NT lethal 22%, GLP1R cytotox -14%, KB-V1 MDR tox 0%, HT1080 IDH1KD tx 5%, MCF10A rereplic 0%, IL-1B inflam inh 4, KB-3-1 cytotox 8% and SW480 rerep 5%.
C=CCC(C)(NCc1ccccc1)c1ccco1 (stereo not drawn) was read as DRD3 agonist -5, HT1080NT lethal 17%, GLP1R cytotox -13%, KB-V1 MDR tox 22%, HT1080 IDH1KD tx 17%, MCF10A rereplic -2%, IL-1B inflam inh -16, KB-3-1 cytotox 9% and SW480 rerep 0%.
O=C(NCC(O)c1nc2ccccc2[nH]1)c1cc([N+](=O)[O-])ccc1F (stereo not drawn) was read as DRD3 agonist -3, HT1080NT lethal -16%, GLP1R cytotox -9%, KB-V1 MDR tox 18%, HT1080 IDH1KD tx -17%, IL-1B inflam inh -87* and KB-3-1 cytotox -7%.
